# GLD-1 TGE inh = GLD-1-TGE RNA interaction inhibition (C. elegans); AID 2280; inhibition, % at 5.96 µM; Q17339; purified GLD-1 + fluorescein TGE RNA, fluorescence polarization; actives 0.44% (n = 320,000);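 active = percent inhibition above a per-plate cutoff, the plate mean of test compounds plus 3 SD, cut at about 30% in these data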;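 also: 0% = DMSO wells with GLD-1 and probe and 100% = wells lacking GLD-1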
# Target sequence (Q17339 whole entry, looked up): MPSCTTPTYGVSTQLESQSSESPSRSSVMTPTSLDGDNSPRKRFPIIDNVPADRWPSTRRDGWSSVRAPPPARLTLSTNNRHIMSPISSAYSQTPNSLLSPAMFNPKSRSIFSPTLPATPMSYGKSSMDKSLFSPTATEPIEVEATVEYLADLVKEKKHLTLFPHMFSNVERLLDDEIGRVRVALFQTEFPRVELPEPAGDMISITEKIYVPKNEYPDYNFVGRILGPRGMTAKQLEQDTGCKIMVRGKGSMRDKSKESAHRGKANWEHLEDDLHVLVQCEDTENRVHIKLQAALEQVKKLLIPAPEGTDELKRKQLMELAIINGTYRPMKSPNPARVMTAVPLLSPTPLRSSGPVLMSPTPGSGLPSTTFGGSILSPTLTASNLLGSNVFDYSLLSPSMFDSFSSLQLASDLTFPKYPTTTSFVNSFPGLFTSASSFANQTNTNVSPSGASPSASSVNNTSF
# PME-1 inh = blocks human protein phosphatase methylesterase 1; recombinant PME-1, FP-Rh probe fluorescence polarization; inhibition, % at 5.9 µM; actives 0.53% (n = 320,000);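 active = inhibition above the campaign mean of all compounds plus 3 SD, cut at about 26% in these data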;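 also: competitive labeling of PME-1 active site by serine hydrolase directed probe; 0% = PME-1 with DMSO and 100% = wells lacking PME-1 enzyme; inhibitors block probe labeling so polarization falls and inhibition rises; many of its hits are not listed in these tables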
# PAFAH1B2 inh = blocks human PAF acetylhydrolase 1b catalytic subunit 2 | P68402 | recombinant PAFAH1B2, FP-rhodamine activity probe, fluorescence polarization | inhibition, % at 3.39 µM | actives 1.2% (n = 340,000) | AID 492953;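 active = inhibition above the mean of all tested compounds plus 3 SD, cut at about 24% in these data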;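 also: 0% = enzyme with DMSO and 100% = wells lacking PAFAH1B2; many of its hits are not listed in these tables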
# Bcl-xL primary = Bcl-xL (human) inhibition | Q07817 | GST-Bcl-xL / FITC-Bim BH3 peptide fluorescence polarization | inhibition, % at 10.9 µM | actives 0.7% (n = 320,000) | AID 2129;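 active = inhibition above the mean of all tested compounds plus 3 SD, cutoff set per campaign, cut at about 30% in these data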;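 also: 0% = DMSO wells and 100% = unlabeled Bim-BH3 peptide competitor; inhibitors lower millipolarization by displacing the labeled peptide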
# MCL1 BIM primary = inhibitors of human MCL1 binding to BIM-BH3 peptide; GST-MCL1 / FITC-Bim-BH3 fluorescence polarization; inhibition, % at 10.9 µM; actives 0.68% (n = 320,000); Q07820;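 active = inhibition above the mean inhibition of all tested compounds plus 3 SD, set per campaign, cut at about 40% in these data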;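 also: 0% = DMSO wells and 100% = unlabeled Bim-BH3 peptide control; higher means more loss of mP so more displacement of Bim peptide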
# MEX-5 binding = C. elegans MEX-5 TCR-2 RNA binding activity; Q9XUB2; MEX-5/FITC-TCR2 RNA binding, fluorescence polarization; active compounds read low; activity score (negative = inhibition of binding), % at 10 µM; actives 0.38% (n = 300,000);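 active = inhibition past about -25% in most replicates, and total fluorescence under double the plate's negative control median, limit read from the data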;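 also: 0% = DMSO and -100% = 5 µM competing unlabeled TCR2 RNA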
# Fam108B counter = counter-screen for RBBP9 inhibitors: inhibitors of mouse Fam108B; actives 0.33% (n = 300,000); recombinant Fam108B, FP-Rh probe fluorescence polarization; inhibition, % at 9.51 µM;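 active = inhibition above the screen mean inhibition plus 3 SD, computed separately per campaign, cut at about 18% in these data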;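 also: inhibitors lower polarization as less probe binds the enzyme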
# pPAFAH inh = pPAFAH (human) enzyme inhibition; Q13093; inhibition, % at 3.39 µM; recombinant pPAFAH, FP-rhodamine probe fluorescence polarization; actives 1.5% (n = 330,000);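 active = inhibition above the mean inhibition across the screen plus 3 SD, cut at about 25% in these data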;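 also: inhibitors block binding of the rhodamine activity-based probe so polarization drops; 0% = enzyme with DMSO and 100% = wells lacking pPAFAH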
# Target sequence (Q13093 whole entry, looked up): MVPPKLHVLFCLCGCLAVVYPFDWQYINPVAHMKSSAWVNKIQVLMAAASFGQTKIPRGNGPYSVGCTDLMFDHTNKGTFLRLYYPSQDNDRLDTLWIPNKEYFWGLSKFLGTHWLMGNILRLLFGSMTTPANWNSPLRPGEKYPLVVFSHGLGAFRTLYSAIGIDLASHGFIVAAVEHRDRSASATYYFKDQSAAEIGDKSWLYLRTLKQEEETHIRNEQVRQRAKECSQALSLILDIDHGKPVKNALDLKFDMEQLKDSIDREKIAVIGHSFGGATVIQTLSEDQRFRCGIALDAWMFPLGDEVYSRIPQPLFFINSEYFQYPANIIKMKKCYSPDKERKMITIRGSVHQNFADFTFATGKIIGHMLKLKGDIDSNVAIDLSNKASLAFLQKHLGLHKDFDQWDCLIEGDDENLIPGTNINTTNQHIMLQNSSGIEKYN
# AHR activator = activates the human aryl hydrocarbon receptor. AHR-responsive luciferase reporter cells, luminescence. activation, % at 5 µM. actives 2.5% (n = 320,000); in the data active = activation above about 47%;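 also: 0% = vehicle wells and 100% = reference agonist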
# An asterisk follows results filed as active; . = no result given.
# The line under a structure holds: MCL1 BIM primary	Fam108B counter	PME-1 inh	Bcl-xL primary	MEX-5 binding	AHR activator	GLD-1 TGE inh	pPAFAH inh	PAFAH1B2 inh
CN(C)CCCN(C(=O)c1cccc(N2C(=O)CCC2=O)c1)c1nc2cc3c(cc2s1)OCO3
  1	-5	-5	2	3.4	-7	-4	0	1
CCOC(=O)c1c(NC(=O)C2CCCO2)sc2c1CCC2 (stereo not given)
  -1	1	4	0	1.2	-3	-2	-3	7
O=C(NCc1ccncc1)c1ccc(OCc2ccccc2)cc1
  -8	2	-3	-1	-0.6	3	2	3	4
COc1ccc(NC(=O)CSc2nccn2-c2ccccc2)c(OC)c1
  7	6	0	7	0.5	8	7	3	-3
O=C(c1cccc(F)c1)N1CCc2ccccc21
  -1	-2	6	-1	1.2	11	5	4	-4
COc1cccc(-c2cc(C(=O)Nc3cnn(Cc4ccccc4C)c3)no2)c1
  3	1	0	1	-4.1	-6	6	7	-2
CN(CC(=O)Nc1ccccc1Cl)C(=O)c1cc(=O)[nH]c2ccccc12
  -11	2	-7	-6	-1.3	9	-4	-3	5
COc1ccc(C(=O)NC(Nc2ccc(C)cc2)C(Cl)(Cl)Cl)cc1 (stereo not given)
  2	7	-1	7	-3.2	10	-1	3	2
CCCCNC(=O)OC(C)CNC(=O)Oc1cccc(C)c1 (stereo not given)
  2	-1	-1	4	1.3	1	4	5	-3
COc1ccc(-c2nc3ccc(C(=O)NCC(OC)OC)cc3nc2-c2ccc(OC)cc2)cc1
  4	1	-4	7	0.5	1	-10	0	4
Cc1cc(Br)c(NC(=O)c2ccccc2[N+](=O)[O-])cc1C
  19	5	2	3	-0.6	6	7	0	5
CCOC(=O)CNC(=O)Nc1ccccc1C(=O)OC
  2	2	-3	-2	0.5	6	4	0	5
CCOC(=O)C[C@H]1c2cc(C(F)(F)F)ccc2S(=O)(=O)N1C(C)C
  -3	2	-1	-6	3.1	1	2	7	5
COc1cc(NC(=O)CCc2c(C)noc2C)c(Cl)cc1C(=O)O
  .	.	.	.	.	-2	5	3	7
Cc1cc(C)nc(SCC(=O)NC2=NN=C(c3ccc(Br)cc3)CS2)n1
  8	-2	4	9	-1.0	19	5	4	5
CCN(CC)C(=O)CSc1nc2cc3c(cc2c(=O)n1Cc1ccco1)OCO3
  2	-1	1	8	-2.7	2	5	7	0
O=C1c2ccccc2NC(c2c(Cl)cccc2Cl)N1Cc1ccccc1 (stereo not given)
  3	7	2	3	.	2	-4	-3	1
CCOC(=O)CNC(=S)N(CCCN1CCCCCC1)Cc1cccs1
  7	-2	-1	5	1.3	-4	-6	0	-2
Cc1cccc(NC(=O)C(C)Sc2nc3nc(C)cc(C)n3n2)c1 (stereo not given)
  .	.	.	.	.	0	6	5	-1
O=[N+]([O-])c1cc(/C=N/O)ccc1Oc1cccc(Cl)c1
  17	-2	14	5	-1.8	0	4	9	5
Cc1cc(C)c(S(=O)(=O)c2ccc(F)cc2C)c(Cl)n1
  0	5	1	-5	0.4	1	0	3	-1
O=C(CSc1nnnn1-c1ccccc1)c1ccco1
  -4	6	1	-8	-0.9	4	-5	10	5
CCN1C(=O)c2ccccc2S(=O)c2ccc(C(=O)N3CCCCCC3)cc21 (stereo not given)
  -4	4	-4	-1	3.4	5	-7	3	-1
CCOC(=O)c1ccccc1OCc1cc(/C=N/n2cncn2)ccc1OC
  10	1	4	7	-0.4	-1	0	8	0
O=S(=O)(NNc1nccc(C(F)(F)F)n1)c1cccc(Cl)c1Cl
  -6	-1	0	-6	-1.4	11	6	-1	-3
CCOCCc1nnc(NC(=O)C(CC)c2ccccc2)s1 (stereo not given)
  2	2	-3	0	.	0	2	6	9
CC(C)C(NC(=O)c1ccccc1NC(=O)C(C)(C)C)C(=O)N1CCOCC1 (stereo not given)
  .	.	.	.	.	3	1	6	3
COCCN1C(=O)N(c2ccc(Cl)cc2)C(=O)C1CC(=O)Nc1cc(OC)cc(OC)c1 (stereo not given)
  2	6	-9	2	0.8	11	2	22	-2
COc1ccc(CCN(C)C2CCCN(C(=O)CCSC)C2)cc1OC (stereo not given)
  -2	2	0	0	-3.5	-1	1	-2	3
Cc1ccccc1NC(=O)COC(=O)Cc1cccc(C(F)(F)F)c1
  -3	-2	-1	5	0.3	-2	3	11	9
COC(=O)c1ccc(S(=O)(=O)N2CCN(C(c3ccccc3)c3ccccc3)CC2)n1C
  7	-1	-6	2	-1.4	0	0	-2	-4
Cc1ccc(C2CC2c2n[nH]c(=S)n2-c2ccc(C)cc2)cc1 (stereo not given)
  -9	1	-2	3	-0.8	1	-1	-2	8
COc1ccc(C(=O)Nc2ccc3[nH]ncc3c2)cc1OC
  7	-6	-3	5	-1.1	48*	0	2	0
C=CCC1C=C(C)CC(CC=C)N1 (stereo not given)
  -2	-1	6	6	-0.3	0	-1	0	5
CC(OC(=O)CCc1nc2ccccc2c(=O)[nH]1)C(=O)NC1CCCC1 (stereo not given)
  6	-7	2	3	0.3	3	-3	-3	-3
O=C(NCCc1ccccc1)c1cc(=O)[nH]c2ccccc12
  1	1	-1	2	1.0	1	7	5	3
Clc1nc(-c2ccccc2)cc(-c2ccccc2)n1
  0	-1	-1	6	1.8	36	2	6	0
CC(CNC(=O)Cn1cnc2c(OCc3ccccc3)ncnc21)c1ccccc1 (stereo not given)
  .	.	.	.	.	2	1	6	9
Cc1ccc(-c2cc(C(=O)Nc3cccnc3)[nH]n2)c(O)c1C
  3	2	-20	2	0.1	7	3	-19	-7
N#Cc1cccc(NC(=O)Cc2ccsc2)c1
  -13	-1	-3	-7	-1.2	1	1	-4	-2
O=C(O)C1(c2cccc(Cl)c2)CCC1
  2	1	-1	2	1.4	-1	4	4	-1
O=C(CC(c1ccccc1)(c1ccccc1)c1ccccc1)N[C@@H](Cc1ccc(O)cc1)C(=O)O
  4	-2	6	10	-0.3	-2	1	3	8
COc1ccc(Cl)cc1C(=O)NC(=S)Nc1ccccc1N1CCOCC1
  -2	-4	-1	-2	-4.0	27	3	2	-4
COc1ccc(-c2nc(CS(=O)CC(=O)NCCc3ccc(C)cc3)c(C)o2)cc1OC (stereo not given)
  0	7	-4	3	0.7	2	0	0	-3
FC(F)(F)c1ccc(Cl)c(-n2c(Cc3cccs3)n[nH]c2=S)c1
  0	2	4	-11	2.7	1	4	4	-2
COc1ccc2c(c1)C(SCC(=O)NCCc1ccc(Cl)cc1)CC(C)(C)O2 (stereo not given)
  1	-2	4	5	-2.4	5	1	9	2
COc1ccc(CNC(=O)Cn2cccc2C(=O)c2ccccc2)cc1
  8	1	0	6	-0.1	5	2	5	8
Cc1[nH]c(=O)c(C#N)c(C)c1[N+](=O)[O-]
  4	-2	2	7	0.9	-1	4	6	1
O=C(Cc1cccc(NC(=O)C2CCCN(C(=O)C3CCC3)C2)c1)Nc1cccc(C(=O)N2CCCC2)c1 (stereo not given)
  1	.	6	0	.	-1	1	-2	1
C=CCn1c(SCC(=O)NC2CCS(=O)(=O)C2)nc2scc(C3CC3)c2c1=O (stereo not given)
  2	8	-4	-1	0.5	10	2	2	5
CSc1nnc(-c2cc3c(s2)-c2ccccc2CC3)o1
  3	-4	-5	-3	1.7	66*	-1	-2	7
O=C(Nc1c2c(nn1-c1ccccc1)CS(=O)(=O)C2)c1ccccc1C(F)(F)F
  -2	2	5	-2	6.0	0	3	3	2
CCCc1cc(=O)n2nc(N3CCC(C(=O)NCc4ccc(C)o4)CC3)sc2n1
  -2	-2	0	0	1.1	2	2	4	2
O=C(Nc1cccc(S(=O)(=O)N2CCOCC2)c1)C12CC3CC(CC(C3)C1)C2
  .	.	.	.	.	1	5	8	4
O=S(=O)(Nc1cccc(-c2cn3c(n2)SCC3)c1)c1ccccc1
  -3	-5	10	-2	2.0	7	2	24	3
CCn1nc(C(=O)OCc2cccc(S(=O)(=O)N(C)C)c2)c2ccccc2c1=O
  9	4	15	8	0.4	0	-3	1	9
COCCNC(=O)C(=O)NCCN1CCOCC1
  7	-3	13	5	-3.0	-1	1	1	-2
O=C1C=C(NCc2ccco2)CCC1
  9	3	2	4	-3.2	-1	2	5	-7
CCc1nnc(NS(=O)(=O)c2ccc(NC(=O)OC)cc2)s1
  4	1	-2	7	1.3	3	2	-3	0
CCCCN(C(=O)c1ccc(-c2ccc(Cl)cc2)o1)c1c(N)n(CCC)c(=O)[nH]c1=O
  -8	.	3	-6	.	10	-5	19	-3

# Other entries.
# The line under a structure holds: MCL1 BIM primary	Fam108B counter	PME-1 inh	Bcl-xL primary	MEX-5 binding	AHR activator	GLD-1 TGE inh	pPAFAH inh	PAFAH1B2 inh
C(=N\Nc1ccccn1)/c1ccc2c(c1)OCCO2
  3	0	5	12	0.9	18	0	6	4
O=C(/C=C/C=C/c1ccc2c(c1)OCO2)N1CCCCC1
  -1	-4	6	-3	.	18	6	1	6
COC(=O)Cc1ccc(NC(C)=O)cc1
  -9	.	2	-1	.	-1	-1	-3	3
O=C(CSc1nnc(CNC(=O)c2cccs2)o1)Nc1cccc(C(F)(F)F)c1
  10	-2	1	6	1.3	6	11	3	26*
O=C1CCCN1C(=O)COc1ccc([N+](=O)[O-])cc1
  2	0	0	0	1.2	0	-4	1	5
COc1ccc(/C=C2/SC(=O)N(CCNC(=O)C3COc4ccccc4O3)C2=O)cc1 (stereo not given)
  -17	8	7	1	-2.4	2	12	-4	4
CC1(c2ccccc2Cl)NC(=O)N(CC(=O)NC(=O)NCc2ccco2)C1=O (stereo not given)
  -1	6	-3	1	.	4	1	0	17
CN(C(=O)Cc1c(C(=O)O)n(C)c2ccccc12)c1ccc(F)cc1
  -5	0	-1	2	-0.6	-1	-3	0	17
COc1cccc(C2CC(c3cccs3)=NN2C(=S)Nc2ccccc2)c1OC (stereo not given)
  6	0	4	3	2.3	1	-4	1	2
CCN(CC)CCNC(=O)CCc1nnc2ccc(N3CCC(C)CC3)nn12
  -5	-1	-1	-4	-0.7	-2	4	1	1
CCC(CC)c1nnc(NC(=O)CN2C(=O)c3ccccc3C2=O)s1
  -8	-2	-6	0	-1.2	-1	2	-6	6
Cc1ccccc1/C=N/NC(=O)Cn1cnc([N+](=O)[O-])n1
  -4	0	6	1	-2.3	1	-1	-4	5
O=C1C2C3C=CC(C3)C2C(=O)N1Nc1ccc([N+](=O)[O-])cc1[N+](=O)[O-] (stereo not given)
  6	-3	2	3	-0.4	0	7	1	1
COc1ccc(-c2cc(=O)oc3cc4occ(C)c4cc23)cc1
  -2	0	-5	2	-3.1	8	8	-2	0
CN(CC(=O)NCC(c1ccccc1)N1CCCC1)S(=O)(=O)c1ccc(Cl)cc1 (stereo not given)
  4	.	1	3	.	5	3	-3	5
CSc1ncccc1C(=O)OCC(=O)c1cccc(Br)c1
  -16	-6	-15	-7	0.3	9	3	-2	6
O=C1OC(c2ccco2)=N/C1=C\c1ccc(-c2cccc(C(F)(F)F)c2)o1
  8	4	0	8	-1.4	5	10	27*	1
Cc1cc(NC(=O)c2ccc(Cl)cc2)ccc1NC(=O)c1ccccc1Cl
  2	0	2	9	2.5	29	-4	0	-4
CN(CCc1nc2ccccc2[nH]1)Cc1nc(CC2CC2)no1
  1	2	2	4	2.7	10	0	1	2
Cc1ccc(NC(=O)CSc2nc3ccccc3c(=O)n2CCCC(=O)NCCCN2CCOCC2)cc1
  -4	-3	5	1	-1.8	-2	-3	5	1

# Screens (PubChem)

# Only part of the results is shown (hit frequency here may not be typical).
